ABHD5-PLIN5 inh: blocks binding of human ABHD5 to perilipin-5. AID 602281. inhibition, % at 4 µM. Q00G26+Q8WTS1. 360,000 tested, 0.78% active. Split G. princeps luciferase complementation, luminescence, 4 h;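 active means inhibition above the mean inhibition across every tested compound plus 3 SD, cut at about 22% in these data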;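 further: 0% = DMSO only wells and the 100% control is not disclosed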
Target sequence (Q00G26 whole entry, looked up): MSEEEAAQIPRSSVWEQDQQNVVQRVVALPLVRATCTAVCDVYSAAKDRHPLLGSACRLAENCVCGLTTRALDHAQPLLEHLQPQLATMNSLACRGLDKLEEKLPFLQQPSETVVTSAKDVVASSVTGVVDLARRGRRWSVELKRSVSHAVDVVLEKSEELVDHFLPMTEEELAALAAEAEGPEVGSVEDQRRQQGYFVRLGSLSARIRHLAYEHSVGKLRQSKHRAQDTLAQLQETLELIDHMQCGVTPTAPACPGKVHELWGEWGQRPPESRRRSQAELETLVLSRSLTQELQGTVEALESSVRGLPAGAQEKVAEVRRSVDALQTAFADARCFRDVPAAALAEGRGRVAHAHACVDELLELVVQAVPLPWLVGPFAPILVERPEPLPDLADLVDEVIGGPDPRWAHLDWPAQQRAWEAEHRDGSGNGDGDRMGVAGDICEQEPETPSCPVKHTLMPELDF
Target sequence (Q8WTS1 whole entry, looked up): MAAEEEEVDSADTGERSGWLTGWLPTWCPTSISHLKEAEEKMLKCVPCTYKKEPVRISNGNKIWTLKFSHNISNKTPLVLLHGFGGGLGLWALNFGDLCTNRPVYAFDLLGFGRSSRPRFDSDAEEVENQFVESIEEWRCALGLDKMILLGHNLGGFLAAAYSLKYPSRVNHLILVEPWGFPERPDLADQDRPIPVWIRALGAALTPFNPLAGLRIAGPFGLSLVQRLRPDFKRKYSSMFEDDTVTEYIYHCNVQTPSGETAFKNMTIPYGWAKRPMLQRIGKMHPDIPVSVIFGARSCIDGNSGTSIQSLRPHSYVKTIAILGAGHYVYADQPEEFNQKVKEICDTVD
Granule exo inh: lytic granule exocytosis inhibition. inhibition, % at 10 µM. 360,000 tested, 0.66% active. TALL-104 LAMP-1 surface exposure, flow cytometry; cells stimulated with thapsigargin and PMA;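 active means inhibition above about 55%, limit read from the data; inconclusive means no clear call, values can overlap the other calls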
Glyco luc inh: blocks N-linked glycosylation in D54 reporter cells | D54 ERlucT glycosylation luciferase reporter, 24 h; percent of 100 nM tunicamycin response | reporter increase, % at 12.5 µM | 360,000 tested, 0.23% active | AID 588692;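 active means mean luciferase reporter signal, scaled so untreated is 0 and the glycosylation-blocking control 100, at or above a set limit in every replicate; inconclusive means mean reaches the limit but not every replicate does; inactive means mean below the limit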;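 further: luciferase carries N-glycosylation sites so blocking glycosylation raises the light; 0% = median of neutral control wells and 100% = median of 100 nM tunicamycin wells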
MC4R ag barr: human MC4R agonism via beta-arrestin; 360,000 tested, 0.98% active; U2OS MC4R beta-arrestin complementation, luminescence; percent of melanotan II response, DMSO zero; AID 540308; activation, % at 8.9 µM; P32245;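 active means activation above a per-plate cutoff, the mean activation of sample wells on that plate plus 3 SD, cut at about 8% in these data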
Vif imaging: HIV Vif inhibition; inhibition, % at 7.49 µM; HEK293T cells, Vif self-association by quenched fluorescence, imaging, 24 h; 340,000 tested, 0.35% active; in the data active means inhibition above about 50%, passing the limit was not always enough; inconclusive means no clear call, values can overlap the other calls; inactive means below about 31%; further: some results filed as inactive read as strong as hits
aDG glyco up: increases alpha dystroglycan glycosylation | Pro5-aDG cells, alpha-DG glycosylation AlphaScreen (IIH6); 0% Pro5, 100% B10-LARGE cell signal | activation, % at 10 µM | 360,000 tested, 0.22% active | AID 624168;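 active means activation of at least 8% versus controls, or a plate z-score of at least 8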;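 further: Pro5 are CHO cells carrying HIG-tagged alpha-DG that lacks glycosylation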
NOD2 RIPK2 PPI: inhibitors of human NOD2-RIPK2 interaction; CHO BLA complementation NOD2-RIPK2, CCF4 ratio; O43353; AID 624267; 360,000 tested, 0.38% active; inhibition, % at 4.98 µM; in the data active means inhibition above about 21%;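 further: 0% = vehicle only and 100% = reference blocker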
TLR9-MyD88 inh: blocks human TLR9 binding to MyD88. Q9NR96+Q99836. CHO BLA complementation TLR9-MyD88, CCF4 FRET ratio. inhibition, % at 4.98 µM. 340,000 tested, 0.21% active;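 active means inhibition above the mean over all tested compounds plus 3 SD, cut at about 21% in these data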;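 further: 0% = DMSO only wells and 100% = clavulanate BLA inhibitor control wells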
ABCB6 inh MLPCN: blocks the human ABCB6 transporter; Q9NP58; K562-ABCB6 porphyrin accumulation, flow cytometry, 1 h; hits give low values; fluorescence ratio to DMSO, % at 10 µM; 360,000 tested, 0.19% active; AID 602162;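 active means fluorescence ratio to DMSO below 75%, the collection mean minus 3 SD; inconclusive means too few cells collected in the well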;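 further: signal is porphyrin accumulated inside mitochondria; 100% equals median channel fluorescence of DMSO control wells; lower ratio means ABCB6 inhibition with less porphyrin fluorescence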
MC4R antagonist: blocks human MC4R cAMP signaling | MC4R-expressing cells, MTII-stimulated cAMP, LANCE TR-FRET | P32245 | 360,000 tested, 0.48% active | inhibition, % at 6.5 µM;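 active means inhibition above its plate's cutoff, the mean of tested wells on that plate plus 3 SD, cut at about 29% in these data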;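 further: 0% = Melanotan II alone and 100% = Melanotan II plus saturating MCL0020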
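Assay system: U2OS-MC4R stable cell line; Also added: Melanotan II; Technique: Eu-cAMP/anti-cAMP TR-FRET, emission 671 nm; Times: 30-min compound, 1-h challenge, 1-h detection, room temperature.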
Starred values were filed as active, the others as inactive; u = inconclusive; x = no result given. These rows are one share of the data. The share of hits here may be higher or lower than overall.

entry | Compound | ABCB6 inh MLPCN | Glyco luc inh | ABHD5-PLIN5 inh | MC4R ag barr | Vif imaging | TLR9-MyD88 inh | aDG glyco up | Granule exo inh | MC4R antagonist | NOD2 RIPK2 PPI
1 | OCC[C@H]1C[C@@H](O)[C@H](O)[C@@]2(OCc3ccccc32)O1 | 95 | 3 | 5 | -0.4 | 0 | -10 | -0.4 | 9 | 1 | -12
2 | O=C(Nc1ccc2c(c1)OCCO2)c1cc2sccc2n1Cc1ccc(F)cc1 | 90 | -6 | -1 | 1.2 | -8 | 8 | 0.7 | -2 | 4 | -5
3 | Cc1ccc(C(=O)NNC(=O)CSc2nnc3c(n2)[nH]c2ccc(C)cc23)cc1 | x | -1 | -4 | 0.5 | 25 | 2 | 0.0 | x | 12 | -2
4 | CC(=O)[C@H]1CC[C@H]2[C@@H]3CC=C4C[C@@H](O)CC[C@]4(C)[C@H]3CC[C@]12C | 103 | -4 | -1 | -0.7 | -5 | -2 | 0.1 | -1 | 15 | 3
5 | COc1ccc(NC(C)=O)cc1NC(C)C(=O)Nc1ccc(S(=O)(=O)N2CCCCC2)cc1 (configuration not stated) | 91 | -3 | 4 | -0.7 | 5 | -7 | -0.1 | 10 | -1 | 2
6 | O=C(NC(=S)Nc1ccccc1Br)c1ccco1 | 93 | 2 | -1 | -1.8 | -7 | 2 | 0.0 | -17 | 6 | -7
7 | COc1ccc(S(=O)Cc2ccc(C(=O)NC3CC3)o2)cc1 (configuration not stated) | 91 | 2 | 2 | 0.0 | -4 | 5 | -0.1 | -6 | -4 | -9
8 | CCN(CC(=O)Nc1ccc(Cl)c(S(=O)(=O)N(C)C)c1)CC(=O)NC(C)C | 102 | -2 | -4 | 0.5 | -4 | 9 | -0.5 | 21 | 30* | -6
9 | Cc1ccccc1-n1cnnc1SCC(=O)N1CCN(c2ccccc2)CC1 | 102 | -2 | 8 | -1.8 | x | 1 | 0.1 | -2 | 11 | -3
10 | O=C(Nc1ccc(N2CCOCC2)cc1)c1cccc(-n2cnnc2)c1 | 95 | 1 | 5 | -2.5 | 15 | -4 | -0.1 | 2 | 3 | -11
11 | Cc1cc(C(=O)NCCc2ccc(Cl)cc2)c2ccccc2n1 | 99 | -1 | -1 | -1.6 | -6 | -2 | -0.1 | 15 | -1 | -12
12 | O=C(Nc1cccc(Cl)c1Cl)c1ccccc1NC(=O)C1CC=CCC1C(=O)O (configuration not stated) | 95 | 3 | -6 | -3.2 | 0 | 8 | 0.2 | 2 | 3 | 7
13 | Cc1ccc(S(=O)(=O)N[C@H](CNCc2ccccc2)C(C)C)cc1 | x | x | 2 | x | x | x | 0.2 | -2 | x | -17
14 | COc1ccccc1NS(=O)(=O)c1cccs1 | 101 | 0 | -2 | 0.6 | -1 | -8 | -0.1 | 1 | 10 | 4
15 | CCOC(=O)c1nc(N)c(=O)n(-c2ccc(C)cc2)n1 | 93 | 0 | -1 | -1.2 | -3 | 1 | -0.1 | 1 | 3 | -8
16 | CC(=O)c1cc2c(cc1NC(=O)CN1Cc3ccccc3C1=O)OCO2 | 89 | 1 | -14 | -2.3 | -2 | -7 | 0.1 | -3 | 3 | -4
17 | O=[N+]([O-])c1ccc(O)c(/C=N/Nc2ccc(Cl)nn2)c1 | 100 | -13 | 2 | -2.2 | -1 | -5 | 1.3 | -1 | 4 | -3
18 | Cc1noc(C)c1COc1ccccc1C(=O)NCc1ccccc1Cl | 98 | -3 | 2 | -3.3 | 0 | 2 | 2.6 | -3 | 1 | 5
19 | C=C(C)[C@@H]1C2=CC(C(=O)OC)=C(C[C@H](C(=C)C)[C@H]3O[C@H]3C3=C[C@H]1OC3=O)O2 | 101 | -6 | 63* | -0.2 | u | x | -0.4 | -1 | 36* | 18
20 | C=CCNC(=O)NC(=O)COC(=O)[C@H](C)NS(=O)(=O)c1c(C)c(C)cc(C)c1C | 101 | 2 | -2 | 0.6 | -5 | -7 | -0.1 | -4 | 18 | 5
21 | CCC(C)NC(=O)CN(C1CCCCC1)S(C)(=O)=O (configuration not stated) | 98 | 3 | 3 | -1.6 | -4 | 13 | 0.0 | -1 | 1 | -2
22 | CCN(CC)C(=O)[C@H]1C[C@H](CC(=O)NCCc2ccccn2)C(=O)N2CCc3c([nH]c4cc(CCC(=O)N(C)C)ccc34)[C@]12C | 99 | 1 | 1 | -2.5 | x | 3 | -0.1 | -4 | -3 | 5
23 | CCC(=O)NNC(=O)Cc1c(C)n(C(=O)c2ccc(Cl)cc2)c2ccc(OC)cc12 | 97 | -1 | -4 | -1.1 | 8 | -1 | 0.0 | 14 | 22 | 6
24 | COCC1CCCCN1C(=O)c1ccc2oc(CCCc3ccccc3)nc2c1 (configuration not stated) | 96 | -2 | 1 | 0.8 | -7 | -10 | 0.0 | -1 | 12 | -6
25 | CCCCCCn1c(=O)n2n(c1=O)[C@@H]1CN(S(=O)(=O)c3ccc(C)cc3)C[C@]1(O)[C@@H](OC(=O)NCc1ccccc1F)C2 | 94 | -3 | -12 | 7.1 | 1 | -5 | 0.1 | -3 | 5 | -2
26 | C[C@H](CO)N1C[C@H](C)[C@@H](CN(C)C(=O)Nc2ccccc2)Oc2ccc(NC(=O)CCC(F)(F)F)cc2C1=O | 90 | 1 | -9 | 1.7 | x | -6 | -0.4 | -9 | 10 | -6
27 | Cc1ccc(NC(=O)Nc2cccn(Cc3c(F)cccc3Cl)c2=O)cc1 | 98 | -9 | -5 | -2.5 | -13 | -3 | 0.0 | 10 | -10 | -7
28 | O=C(CN(C(=O)CCC(=O)Nc1nccs1)c1ccc(F)cc1)NCc1ccco1 | 93 | 0 | 5 | 0.6 | 1 | -6 | 0.0 | 1 | 1 | -7
29 | CC(=O)c1ccccc1OCC(O)CN1CCN(C(c2ccccc2)c2ccccc2)CC1 (configuration not stated) | 97 | 1 | 10 | 2.4 | -11 | 0 | 0.2 | -2 | -4 | 3
30 | Cc1sc2nc(SCC(=O)N(CCO)CCO)nc(N)c2c1C | 87 | 4 | 1 | -0.3 | 0 | 2 | 0.2 | 0 | -2 | -10
31 | COc1ccc(C(=O)N2CCNC(=O)C2CC(=O)Nc2ccc(C)c(C)c2)cc1 (configuration not stated) | 104 | 5 | -6 | 1.3 | -7 | -8 | 0.0 | -23 | 14 | -8
32 | Cc1ccc(S(=O)(=O)N(C)CC(=O)N2CCCCCC2)cc1 | 93 | 2 | -8 | -0.4 | 5 | -7 | 0.0 | 18 | 5 | -1
33 | CCCCn1c(/N=C/c2ccccc2NS(=O)(=O)c2ccc(C)cc2)nc2ccccc21 | 97 | 2 | 3 | 1.9 | -1 | -2 | 0.4 | 11 | 11 | -11
34 | Cc1cccc(NC(=O)NNC(=O)c2nn(C)cc2Br)c1 | 91 | 1 | 2 | -0.9 | -18 | -3 | -0.4 | -1 | 0 | 0
35 | CCOc1cc(/C=N/n2cnnc2)ccc1OCC(=O)Nc1ccccc1OC | 102 | -3 | -9 | -0.6 | 6 | 0 | 0.1 | -4 | 6 | 4
36 | Cc1cccc(C(=O)NNC(=O)c2ccc(NS(=O)(=O)c3cccs3)cc2)c1C | 98 | 0 | -10 | -1.3 | -3 | -4 | -0.1 | -1 | 2 | -7
37 | CC(=O)/C(=N\Nc1cccc(Cl)c1)Sc1cccc2cccnc12 | 99 | 2 | 4 | -3.0 | -5 | -15 | 0.0 | -3 | 3 | -2
38 | N=c1oc2ccc(Br)cc2cc1C(=O)NCc1ccc(F)cc1 | 98 | 7 | -1 | -1.2 | 10 | 3 | -0.1 | -2 | 4 | -2
39 | CCC(C(=O)OCC(=O)NCc1ccc2c(c1)OCO2)c1ccccc1 (configuration not stated) | 103 | 2 | -6 | 0.0 | x | -1 | 0.0 | -2 | 2 | -5
40 | CNC(=O)CSc1nnc(-c2ccco2)n1-c1ccc(C)cc1 | 98 | x | 7 | 0.6 | x | -7 | 0.4 | 0 | 8 | -6

Structures listed so far that have a furan ring, fused or not (4):
entry | Compound | ABCB6 inh MLPCN | Glyco luc inh | ABHD5-PLIN5 inh | MC4R ag barr | Vif imaging | TLR9-MyD88 inh | aDG glyco up | Granule exo inh | MC4R antagonist | NOD2 RIPK2 PPI
6 | O=C(NC(=S)Nc1ccccc1Br)c1ccco1 | 93 | 2 | -1 | -1.8 | -7 | 2 | 0.0 | -17 | 6 | -7
7 | COc1ccc(S(=O)Cc2ccc(C(=O)NC3CC3)o2)cc1 (configuration not stated) | 91 | 2 | 2 | 0.0 | -4 | 5 | -0.1 | -6 | -4 | -9
28 | O=C(CN(C(=O)CCC(=O)Nc1nccs1)c1ccc(F)cc1)NCc1ccco1 | 93 | 0 | 5 | 0.6 | 1 | -6 | 0.0 | 1 | 1 | -7
40 | CNC(=O)CSc1nnc(-c2ccco2)n1-c1ccc(C)cc1 | 98 | x | 7 | 0.6 | x | -7 | 0.4 | 0 | 8 | -6

Following part.
entry | Compound | ABCB6 inh MLPCN | Glyco luc inh | ABHD5-PLIN5 inh | MC4R ag barr | Vif imaging | TLR9-MyD88 inh | aDG glyco up | Granule exo inh | MC4R antagonist | NOD2 RIPK2 PPI
41 | CCN(CC)C(=O)[C@H]1CC(CC(=O)NC/C=C(\C)CCC=C(C)C)C(=O)N2CCc3c([nH]c4ccc(OC)cc34)[C@]12C (some centres not stated) | 97 | -4 | 6 | -2.5 | -6 | -8 | 0.4 | 26 | 8 | -14
42 | CN(C)C(=O)CCc1ccc2c3c([nH]c2c1)[C@]1(C)[C@@H](C(=O)N2CCOCC2)C[C@H](CC(=O)NCCCn2ccnc2)C(=O)N1CC3 | 95 | 1 | 4 | -1.6 | 7 | -8 | -0.2 | -1 | 14 | 3
43 | Cc1ccc(C(=O)NNC(=O)c2ccoc2C)s1 | 103 | 1 | -1 | 2.1 | -4 | 4 | 0.1 | -2 | 1 | 3
44 | CC(C)CC(NC(=O)C1CCC(C)CC1)C(=O)NCc1cccnc1 (configuration not stated) | 91 | 2 | -7 | -2.3 | -25 | -2 | 0.0 | -3 | 7 | 1
45 | COc1ccc(-c2cc(C)nc(SCC(=O)c3cccc([N+](=O)[O-])c3)n2)cc1 | 102 | -5 | 0 | 2.7 | x | -4 | 0.1 | 1 | -2 | -13
46 | COc1cc(/C=C2\NC(=S)NC2=O)ccc1OCc1cccc(C(=O)O)c1 | 91 | 0 | -11 | -0.6 | x | 4 | 0.2 | -2 | -6 | -1
47 | Cc1nnc(NC(=O)c2ccc3c(c2)NC(=O)CS3)s1 | 93 | 1 | -1 | -2.9 | -3 | 2 | 0.0 | -3 | 1 | 1
